# NALP1 inh: NALP1 inflammasome inhibitors in reconstituted yeast, colorimetric, S. cerevisiae, triplicate retest; 280,000 tested, 0.61% active; S. cerevisiae NALP1/ASC/caspase-1 growth, X-gal OD620, 72 h; inhibition, % at 10 µM; in the data active = inhibition mostly above about 24%, no sharp cut-off; inactive = mostly below about 32%; note: some compounds called inactive have numbers as strong as hits
# p-CIP stab down: p/CIP-EGFP fusion destabilizers, primary screen, fluorescence, F442A cells. 16 h. decrease of EGFP signal, % at 10 µM. 290,000 tested, 0.01% active;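 active = EGFP signal decrease of at least 30% at 10 µM or well 3 SD below plate mean, unless failing retest; inactive = the rest, including hits failing retest or dose response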; note: some compounds called inactive have numbers as strong as hits; many of its hits are not listed in these tables
# Target sequence (Q05BA5 1-1403): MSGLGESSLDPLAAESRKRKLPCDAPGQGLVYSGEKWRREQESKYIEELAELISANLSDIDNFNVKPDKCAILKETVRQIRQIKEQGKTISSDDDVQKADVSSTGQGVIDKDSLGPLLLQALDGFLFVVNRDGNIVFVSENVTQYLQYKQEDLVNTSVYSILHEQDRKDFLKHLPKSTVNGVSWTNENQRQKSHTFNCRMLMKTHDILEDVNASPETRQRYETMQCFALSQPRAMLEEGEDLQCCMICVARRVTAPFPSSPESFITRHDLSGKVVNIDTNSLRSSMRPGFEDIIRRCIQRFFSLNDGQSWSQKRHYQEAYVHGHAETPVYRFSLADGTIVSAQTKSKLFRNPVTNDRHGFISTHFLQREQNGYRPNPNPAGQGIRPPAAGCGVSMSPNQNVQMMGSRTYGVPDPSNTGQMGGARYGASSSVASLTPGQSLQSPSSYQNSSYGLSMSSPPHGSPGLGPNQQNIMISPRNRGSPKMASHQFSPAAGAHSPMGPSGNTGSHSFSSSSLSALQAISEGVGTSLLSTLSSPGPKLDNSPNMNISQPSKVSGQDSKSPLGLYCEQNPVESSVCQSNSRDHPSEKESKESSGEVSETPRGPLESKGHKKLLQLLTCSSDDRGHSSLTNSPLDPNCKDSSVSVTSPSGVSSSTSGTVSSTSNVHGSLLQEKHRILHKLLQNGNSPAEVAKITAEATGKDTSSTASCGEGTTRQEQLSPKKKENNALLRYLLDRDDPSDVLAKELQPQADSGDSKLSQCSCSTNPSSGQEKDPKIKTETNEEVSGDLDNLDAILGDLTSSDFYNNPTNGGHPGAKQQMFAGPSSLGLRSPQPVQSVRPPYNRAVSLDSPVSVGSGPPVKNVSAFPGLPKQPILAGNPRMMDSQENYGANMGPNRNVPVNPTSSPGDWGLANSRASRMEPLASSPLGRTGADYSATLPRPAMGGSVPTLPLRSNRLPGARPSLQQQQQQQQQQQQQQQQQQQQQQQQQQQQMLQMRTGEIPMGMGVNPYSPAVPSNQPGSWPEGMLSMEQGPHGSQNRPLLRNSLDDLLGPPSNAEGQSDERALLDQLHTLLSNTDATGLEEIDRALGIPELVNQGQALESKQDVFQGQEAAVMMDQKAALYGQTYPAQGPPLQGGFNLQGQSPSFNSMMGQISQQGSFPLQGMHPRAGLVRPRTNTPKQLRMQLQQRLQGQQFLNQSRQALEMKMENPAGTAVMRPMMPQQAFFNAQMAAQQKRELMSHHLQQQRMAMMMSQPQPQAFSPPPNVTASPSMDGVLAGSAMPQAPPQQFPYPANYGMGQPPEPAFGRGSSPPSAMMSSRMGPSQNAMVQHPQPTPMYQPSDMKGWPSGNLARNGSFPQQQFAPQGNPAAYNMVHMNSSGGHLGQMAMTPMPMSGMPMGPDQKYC
# IDE cell inh: human IDE inhibitors in live cells, primary screen, fluorescence polarization, HEK cells, FAbetaB substrate; Insulin-degrading enzyme (Homo sapiens), P14735; FAbetaB cleavage; inhibition, % at 5.59 µM; 320,000 tested, 0.41% active; AID 434962, 2010;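 active = percent inhibition above the average of all tested compounds plus 3 SD, set per screening campaign, cut at about 16% in these data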;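 note: IDE supplied by intact live HEK cells; FP after avidin binding of uncleaved biotin substrate so inhibition keeps polarization high; 0% = DMSO wells and 100% = 60 µM reference IDE inhibitor Ii1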
# PHOSPHO1 block: PubChem AID 1565; Phosphoethanolamine/phosphocholine phosphatase (Homo sapiens), Q8TCT1; recombinant PHOSPHO1, absorbance phosphatase assay; inhibition, % at 13.3 µM; 290,000 tested, 1.1% active; in the data active = inhibition above about 60%
# * hit, by the source's call; / = no result given. A portion of the library; the hit share may differ from the screen's.
SMILES,NALP1 inh,p-CIP stab down,IDE cell inh,PHOSPHO1 block
C[C@@H](C(=O)N1CCN(C(=O)OC(C)(C)C)CC1)n1cc(-c2cn([C@@H](C)C(=O)N3CCN(C(=O)OC(C)(C)C)CC3)nn2)nn1,/,24,/,4
C[n+]1nc(Nc2cccc3ccccc23)sc1-c1ccc(C(=O)O)cc1,/,0,/,16
Cn1c(=O)c2c(nc(N3CCN(Cc4ccccc4)CC3)n2CCSc2ncccn2)n(C)c1=O,/,-20,/,29
O=C(CSc1ccc2nnc(-c3ccncc3)n2n1)N1CCc2ccccc21,/,-8,/,3
C#CCOCCOCCOCCNc1nc(N2CCN(C(=O)[C@H](CCC(=O)O)n3cc(C(N)Cc4ccc(O)cc4)nn3)CC2)nc(N2CCN(C(=O)[C@H](Cc3ccc(O)cc3)n3cc(C(N)[C@H](C)CC)nn3)CC2)n1 (stereo partly specified),/,-26,/,13
COC(=O)c1ccc(CSc2ccc3nnc(-c4cccnc4)n3n2)o1,/,5,/,12
CCCc1nc(SCC(=O)c2ccc(OC)cc2)c2c(=O)n(C)c(=O)n(C)c2n1,/,3,/,-4
Cc1cccn2c(=O)c3cc(C(=O)NCCCN4CCOCC4)n(C)c3nc12,/,1,/,23
Cc1nc(NC2=NCN(Cc3ccccc3)CN2)nc2ccccc12,32*,-37,/,18
COc1cccc(C2C(C(=O)c3cccs3)=C(O)C(=O)N2CCCn2ccnc2)c1OC (stereo unspecified),24,1,/,18
COCCCn1c(=NC(=O)c2ccc3c(c2)OCO3)c(C#N)cc2c(=O)n3cccc(C)c3nc21,4,-2,/,-5
CCOC(=O)c1c(C)[nH]c(C(=O)COC(=O)c2cn(CC)c3nc(C)ccc3c2=O)c1C,-4,0,/,2
Cc1ccc2nc(Nc3nc(=O)c4ccccc4n3C)nc(C)c2c1,-7,-38,/,17
Cc1ccc2cc(C#N)c(SCC(=O)NCC3CCCO3)nc2c1C (stereo unspecified),10,-14,/,-14
C#CCOCCOCCOCCNc1nc(N2CCN(C(=O)[C@H](CCCCN)n3cc(C(N)COC(=O)C(F)(F)F)nn3)CC2)nc(N2CCN(C(=O)[C@H](CCCCN)n3cc(C(N)CC(C)C)nn3)CC2)n1 (stereo partly specified),19,-1,/,18
CSc1nc(N2CCN(CCO)CC2)c2sc3nc(-c4ccco4)c4c(c3c2n1)CCC4,16,6,/,23
CCCCc1nc2ccccc2c(=O)n1NC(=O)c1c(O)c2cccc3c2n(c1=O)CCC3,2,-7,/,14
COc1nc2ccccc2cc1-c1noc(-c2cccnc2)n1,22,-17,/,14
c1ccc(-n2ncc3c(N4CCN(c5ccccn5)CC4)nc(N4CCOCC4)nc32)cc1,-9,-5,/,9
CCCCCCn1c(=O)c(-c2nc3ccccc3c(=O)[nH]2)c(O)c2ccccc21,17,-3,/,4

# In the list so far, these contain a cyano group.
SMILES,NALP1 inh,p-CIP stab down,IDE cell inh,PHOSPHO1 block
COCCCn1c(=NC(=O)c2ccc3c(c2)OCO3)c(C#N)cc2c(=O)n3cccc(C)c3nc21,4,-2,/,-5
Cc1ccc2cc(C#N)c(SCC(=O)NCC3CCCO3)nc2c1C (stereo unspecified),10,-14,/,-14

# New compounds follow
SMILES,NALP1 inh,p-CIP stab down,IDE cell inh,PHOSPHO1 block
Cc1nc(NC2=NCN(Cc3cccnc3)CN2)nc2c(C)cccc12,12,-16,/,2
CCOc1ccccc1NC(=O)c1c(NC(=O)CNCc2ccco2)sc2c1CCC2,16,-8,/,-16
Cc1ccc2nc3c(cc(C#N)c(=O)n3CCN3CCOCC3)c(=O)n2c1,23,-3,/,-2
Cc1ccnc(SCCn2c(N3CCN(C)CC3)nc3c2c(=O)[nH]c(=O)n3C)n1,23,-6,/,19
Clc1cccc(-c2nnc3sc(-c4ccc5c(c4)OCO5)nn23)c1,-3,0,/,75*
O=C1CCCCCN1CP(=O)(O)CN1CCOCC1,9,-12,/,23
CN(C)CCCNc1c2c(c(C#N)c3nc4ccccc4n13)CCC2,6,-2,/,5
O=c1c2c3c(sc2n2cnnc2n1C1CCCCC1)CCC3,-6,-8,/,7
CCOC(=O)c1ccc2c(c1)nc(COc1ccccc1C#N)n2CC,12,-12,/,-34
CCCn1c(C)cc(C(=O)CSc2nnc3n(CCC)c(=O)c4ccccc4n23)c1C,21,0,/,-21
COc1ccc(OC)c(N/C(=N\c2nc(C)cc(C)n2)NC(=O)c2ccco2)c1,-7,-2,/,15
Cc1cccc(N2CCCn3c2nc2c3c(=O)n(CC(=O)OCc3ccccc3)c(=O)n2C)c1,-10,-125,/,-14
CCc1c(C)nc(N)n2c(SCC(=O)N3CCN(c4ccccc4F)CC3)nnc12,34,1,/,-26
Cc1oc(-c2ccccc2Cl)cc1-c1nn2c(-c3ccco3)nnc2s1,-2,2,/,72*
Cc1ccc(S(=O)(=O)c2cc3c(=O)n4cc(C)ccc4nc3n(CC3CCCO3)c2=N)cc1 (stereo unspecified),-16,4,/,-5
CCOC(=O)c1cnn(-c2nc(C)nc3sc4c(c23)CCC4)c1N,-12,-1,/,-8
Cn1cnnc1SCC(=O)N1c2ccccc2-c2c(ssc2=S)C1(C)C,22,6,/,41
Cc1nc2c(c(=O)n1Cc1ccco1)c1nc3ccccc3nc1n2Cc1ccccc1,0,-29,/,-13
CCN(CC)CCCN1C(=O)C(=O)/C(=C(/O)c2ccc3c(c2)CC(C)O3)C1c1ccncc1 (stereo unspecified),-19,13,/,-6
Cc1nc(N2CCN(C(c3ccccc3)c3ccccc3)CC2)nc2c1C(=O)CCC2,2,0,/,1
COc1ccc(N2CCn3c2nc2c3c(=O)n(CCN3CCOCC3)c(=O)n2C)cc1,25,-10,/,9
Cc1cc(C)n(-c2nc(SCC(=O)NCC3CCCO3)c3c4c(sc3n2)CCCC4)n1 (stereo unspecified),3,15,/,8
C=C1[C@@H](C)C2[C@H](Cc3ccccc3)NC(=O)[C@]23OC(=O)CC[C@H](O)CCC[C@H](C)C/C=C/[C@H]3[C@@H]1O (stereo partly specified),-9,-15,/,4
CCc1ccc(N2CCCn3c2nc2c3c(=O)n(CCN3CCOCC3)c(=O)n2C)cc1,-4,2,/,9
C=CCn1c(=N)c(C(=O)OC)cc2c(=O)n3cccc(C)c3nc21,6,3,/,1
COc1ccc(C2c3c(oc4c(C)cc(C)cc4c3=O)C(=O)N2Cc2cccnc2)cc1OC (stereo unspecified),5,1,/,-21
COc1ccc(/C(O)=C2\C(=O)C(=O)N(CCCN(C)C)C2c2ccccc2F)cc1Cl (stereo unspecified),2,-4,/,-11
CSC1=Nc2sc3c(c2C2=NCCN12)CCCC3,24,-40,/,27
CCCCCCN(C(=O)CCCCCN1C(=O)NC(c2ccc(-c3ccccc3)cc2)C(C(=O)OCc2ccccc2)=C1C)C(C(=O)NCCCC)c1ccc(-c2ccccc2)cc1 (stereo unspecified),-1,-7,/,26
O=C(NC1CCCCCC1)c1c(O)c2cccc3c2n(c1=O)CCC3,-14,0,/,-3
O=C1c2oc3ccc(Br)cc3c(=O)c2C(c2cccnc2)N1Cc1ccco1 (stereo unspecified),-4,5,/,21
Cc1ccc2nc(NC3=NCN(CCc4ccccc4)CN3)nc(C)c2c1,6,1,/,-31
COC(=O)c1ccccc1NC(=O)c1c(O)c2cccc3c2n(c1=O)CCC3,-15,-1,/,11
c1cnc(N2CCN(c3ncnc4c3oc3ccccc34)CC2)nc1,9,-8,/,0
CCn1c(=O)c(C(=O)Nc2cnccn2)c(O)c2ccccc21,12,-4,/,-8
Cc1nc(NC2=NCN(Cc3ccco3)CN2)nc2ccccc12,-1,-16,/,2
Cc1ccc(S(=O)(=O)Oc2ccc(/C=N/N=C3/NC(=O)C(CC(=O)O)S3)cc2)cc1 (stereo unspecified),-8,12,/,17
Cn1cc(NC(=O)c2cc(NC(=O)c3cc(NC=O)cn3C)cn2C)cc1C(=O)NCCC(=N)N,2,-5,/,-1
CCN1CCN(Cc2ccc3c(c2)Cc2ccccc2-3)CC1,29,14,/,5
Clc1cccc(-c2nn3c(-c4ccncc4)nnc3s2)c1,9,-2,/,10
CCOC(=O)c1sc2ncn(/N=C/c3ccccn3)c(=O)c2c1C,2,6,/,-4
Cc1nnc(NC(=O)CCC(=O)N2CCN(CCc3ccccc3)CC2)s1,1,1,/,-2
COc1ccc(-c2nsc3c(N4CCN(S(=O)(=O)c5ccccc5)CC4)ncnc23)cc1,8,-6,/,-15
O=c1oc2c(CN3CCCCCC3)c(O)ccc2cc1-c1nc2ccccc2[nH]1,11,-258,/,-8
CCC(=O)N1CC2(CC(c3cccc(NC(=O)COc4ccc(Cl)cc4)c3)=NO2)C[C@@H]1C(N)=O (stereo partly specified),-11,-4,/,40
Cc1cnc(C(=O)Nc2ccc(C(=O)N(C)C3CCCCC3)cc2)cn1,17,1,/,-9
Cc1cc(C)c2nc(NC3=NCN(CCN4CCOCC4)CN3)nc(C)c2c1,2,-6,/,-2
Cn1c(-c2nonc2NC(=O)c2ccc(C(C)(C)C)cc2)nc2ccccc21,-7,-4,/,-24
Brc1ccc(-c2nn3c(-c4ccncc4)nnc3s2)o1,-7,-8,/,18
CCc1c(C)nc(N)n2c(SCC(=O)N3CCN(c4ccccc4OC)CC3)nnc12,-12,-13,/,-2
COc1ccc2nc(C)c(C(=O)OCCN(C)C)cc2c1,30,-13,/,2
CCOC(=O)c1cc2c(=O)n3ccccc3nc2n(Cc2ccccc2Cl)c1=N,-3,7,/,10
CN(C)CCN1C(=O)c2oc3ccccc3c(=O)c2C1c1ccccc1 (stereo unspecified),8,-2,/,16
COc1cccc(-c2nnc3sc(-c4ccc(Cl)cc4)nn23)c1,4,-2,/,-7
CCN(CC)CCN1C(=O)C(O)=C(C(C)=O)C1c1ccccc1 (stereo unspecified),23,-14,/,-8
CCn1c2ccccc2c2cc(C3C(C#N)=C(N)OC4=C3C(=O)CC(C)(C)C4)ccc21 (stereo unspecified),19,-9,/,-1
CCCn1c2c(c(O)c(C(=O)Nc3ccccn3)c1=O)CCCC2,2,2,/,-10
Cn1c(SCC(=O)Nc2cc(=O)n(C)c(=O)n2C)nnc1-c1cccs1,22,-19,/,6
CCOc1ccc(NC(=O)CN2CCC(NC(=O)C3CCCCC3)CC2)cc1,18,-5,/,11
CCOC(=O)N1CCC(NC(=O)C(NC(=O)C2CCCCC2)C(C)C)CC1 (stereo unspecified),11,-1,/,-10
# The results go on.
SMILES,NALP1 inh,p-CIP stab down,IDE cell inh,PHOSPHO1 block
Cc1oc(/N=C/c2c(O)ccc3ccccc23)c(C#N)c1C,6,-5,/,-6
CCN(CC)CCCN1C(=O)C(=O)/C(=C(/O)c2ccc(OC)c(Cl)c2)C1c1ccco1 (stereo unspecified),9,-8,/,18
CCCCNC(=O)C(c1ccc(OCC(=O)OC)c(C(=O)OC)c1)N(CCc1ccccc1)C(=O)CCCCCN1C(=O)NC(c2ccc(-c3ccccc3)cc2)C(C(=O)OCc2ccccc2)=C1C (stereo unspecified),6,1,/,9
CCn1cc(C(=O)NC2CC3CCC2C3)c(=O)c2ccc(C)nc21 (stereo unspecified),12,-16,/,-2
CCc1cc(=O)oc2cc(OCC(=O)N3CCc4ccccc43)ccc12,-11,1,/,-15
CCCCCOc1ccc(/C=c2\sc3ncnn3c2=O)cc1,-70,-15,/,-2
O=C1CCCC2=C1C(c1c(Cl)nc3sccn13)C1=C(CCCC1=O)N2,-6,6,/,-7
O=C1CCCC2=C1C(c1ccccc1)C1=C(CCCC1=O)O2,0,-5,/,-4
COc1ccc(-c2ccc(-c3noc(-c4ccc(OC)c(OC)c4)n3)c(OC)n2)cc1,26,-18,/,-14
COC(=O)C1=C(C(=O)OC)[C@@H]2Nc3ccccc3[C@@]23C[C@@H](C(=O)OC)N(C(=O)c2ccc(Br)cc2)C3=N1,-2,-8,/,31
Cc1ccc2[nH]c(=O)c(CN(CC3CCCO3)C(=O)c3ccco3)cc2c1 (stereo unspecified),24,-5,/,-12
COc1ccc(/C(O)=C2/C(=O)C(=O)N(CCCN(C)C)C2c2cccnc2)cc1 (stereo unspecified),-4,-2,/,-12
Cc1cc(N2CCN(C3CCCC3)CC2)n2ncc(-c3ccccc3)c2n1,8,-2,/,-6
COC(=O)c1cc2c(=O)n3ccccc3nc2n(C)c1=N,19,0,/,23
Cc1cc(O)c(Sc2ccccc2)c(=O)o1,/,/,-1,/

# Quoted at random: seven entries already listed, in no set order.
SMILES,NALP1 inh,p-CIP stab down,IDE cell inh,PHOSPHO1 block
CCCn1c(C)cc(C(=O)CSc2nnc3n(CCC)c(=O)c4ccccc4n23)c1C,21,0,/,-21
O=C(NC1CCCCCC1)c1c(O)c2cccc3c2n(c1=O)CCC3,-14,0,/,-3
Cc1ccc(S(=O)(=O)Oc2ccc(/C=N/N=C3/NC(=O)C(CC(=O)O)S3)cc2)cc1 (stereo unspecified),-8,12,/,17
Cc1cccc(N2CCCn3c2nc2c3c(=O)n(CC(=O)OCc3ccccc3)c(=O)n2C)c1,-10,-125,/,-14
Clc1cccc(-c2nnc3sc(-c4ccc5c(c4)OCO5)nn23)c1,-3,0,/,75*
Brc1ccc(-c2nn3c(-c4ccncc4)nnc3s2)o1,-7,-8,/,18
COc1cccc(-c2nnc3sc(-c4ccc(Cl)cc4)nn23)c1,4,-2,/,-7
